HTT aggregate = inhibitors of mutant huntingtin aggregate formation in PC12 cells; PC12 HttQ103-GFP aggregates, Acumen cytometry, 40 h; Potency, µM (series often up to 46.1 µM), for inactives: at the highest dose activity change, negative = inhibition, hits mostly inhibitors; 1.1% of 220,000 active; AID 1688; note: % is set by controls: 0 for no effect and ±100 for the full control effect; nearly all actives have a fitted effect of over 60% in size
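Huntingtin Q103 exon 1–GFP aggregates in induced PC12 cells (100 nM tebufenozide) were quantified by cytometry from lysates, with compounds dosed in titration.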
GAA glycogen = GAA glycogen-cleavage inhibition or activation | P10253 | recombinant GAA, glycogen substrate, Amplex Red glucose oxidase fluorescence | Potency, µM (top dose mostly 76.4 µM), for inactives: at the top dose activity change, negative = inhibition, most hits filed as inhibitors | 0.38% of 300,000 active | AID 2100;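 note: 0% = full enzyme reaction and -100% = no-enzyme basal signal; the screen sought inhibitors and activators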
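Recombinant enzyme (4 nM final) with compounds titrated up to 77 uM and bovine liver glycogen (30 ug) in citrate pH 5.0, 0.01% Tween-20, 37 C 40 min. Released glucose detected by Amplex Red/glucose oxidase (Ex 573/Em 610); AC50 from Hill fits.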
GAA spleen mod = inhibits or activates alpha-glucosidase in human spleen homogenate | human spleen homogenate, 4-MU-alpha-glucoside fluorescence | Potency, µM (top dose mostly 79.9 µM), for inactives: at the top dose activity change, negative = inhibition, hits mostly inhibitors | 0.006% of 240,000 active;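 note: 0% = enzyme with vehicle and -100% = no enzyme basal signal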
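Compounds were titrated against alpha-glucosidase in spleen homogenate at pH 5.0, with 1 mM 4-methylumbelliferyl substrate for 40 min at 37 C. Reactions were quenched with pH 10 NaOH/glycine and fluorescence measured.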
GAA inhib = inhibitors of human lysosomal alpha-glucosidase | P10253 | purified human GAA, 4-MU-alpha-glucoside fluorescence | Potency, µM (series often up to 76.9 µM), inactives show top-dose activity change, negative = inhibition, hits mostly inhibitors | 0.005% of 200,000 active | AID 1466;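 note: plate controls were uninhibited enzyme wells for no effect and no-enzyme background for full effect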
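Fluorescence at Ex 365/Em 440 nm from 4-methylumbelliferone reported enzyme activity after 20 min at room temperature. Reactions used 4 nM enzyme and 400 uM substrate at pH 5.0; curves fitted with the Hill equation.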
IMPase Li inh = IMPase inhibition in cells with lithium potentiation; AID 1457; Potency, µM (doses to about 59.4 µM), for inactives: top-dose activity, negative = IMPase inhibition, usual class: inhibitors; CHO-M1 cells, IP1 TR-FRET (IP-One), carbachol + lithium; 0.35% of 210,000 active;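 note: IP1 builds up when IMPase is blocked and the TR-FRET signal falls; plate controls were basal vehicle for no effect and high inhibitor control for full effect; nearly all actives have a fitted effect of over 50% in size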
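CHO cells stably expressing M1 receptor (2000/well) were cultured 16–30 h, then exposed to compounds with a small lithium addition for 30 min at 37C. IP1 was measured by TR-FRET competition; AC50 from Hill fits.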
GoLoco inh red = blocks human Gai1 binding to RGS12 GoLoco peptide, red readout. P63096. Gai1:RGS12 GoLoco peptide FP, rhodamine, 10 min. Potency, µM (highest dose often 61.6 µM), inactives show top-dose activity, negative = inhibition, most hits filed as inhibitors. 0.44% of 230,000 active. AID 880; active = well fitted inhibition curve with a large enough effect, not every such curve was filed as active; inactive = no such curve, though single readings can be large or run the other way; note: % is set by controls: 0 for no effect and ±100 for the full control effect; nearly all actives have a fitted effect of over 30% in size; many of its hits are not listed in these tables
Target sequence (P63096 whole entry, looked up): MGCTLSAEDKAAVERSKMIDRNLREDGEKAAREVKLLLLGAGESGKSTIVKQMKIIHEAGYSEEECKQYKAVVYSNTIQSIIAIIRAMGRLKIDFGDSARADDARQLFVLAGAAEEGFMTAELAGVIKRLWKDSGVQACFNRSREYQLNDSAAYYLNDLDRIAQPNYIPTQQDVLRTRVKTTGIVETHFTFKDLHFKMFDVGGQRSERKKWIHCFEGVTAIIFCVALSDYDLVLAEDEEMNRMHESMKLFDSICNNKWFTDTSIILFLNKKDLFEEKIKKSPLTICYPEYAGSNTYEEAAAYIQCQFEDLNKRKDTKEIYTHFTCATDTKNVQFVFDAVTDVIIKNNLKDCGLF
HTT cytoprotect = Huntington cell model cytoprotection by ATP luminescence; PC12 HTT-Q103 induced, cytoprotection, ATP luminescence, 40 h; Potency, µM (titrated, usually from 56.4 µM), without a hit: cytoprotection (ATP increase), usual class: activators; 0.14% of 230,000 active; AID 1471;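 note: % of control where 0% means no effect; nearly all actives have a fitted effect of over 45% in size; toxic huntingtin expression switched on by the ecdysone agonist tebufenozide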
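Huntington model: PC12 line, ecdysone-inducible HTTQ103 exon1–GFP, tebufenozide 100 nM. Test articles in a dose series. Endpoint luminescence from cellular ATP.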
Numbers without * were called inactive; ? = inconclusive; nt = no result given; [ ] = remark or other dose. Unless noted, calls come from the whole dose curve; as a rule, active = well fitted curve in the direction sought with a large enough effect; inconclusive = small, poorly fitted or top-dose-only effect, or another doubt; inactive = no such curve, though single readings can be large; an effect the other way counts as inactive or inconclusive. Potency is the fitted concentration of half-maximal effect.

SMILES	HTT aggregate	GAA glycogen	GAA spleen mod	GAA inhib	IMPase Li inh	GoLoco inh red	HTT cytoprotect
Cc1n[nH]c(C)c1CCCCOc1ccccc1	-25%	-4%	-1%	0%	4%	16%	-15%
COc1cc(C(=O)Nc2ccc(S(=O)(=O)Nc3nccc(C)n3)cc2)c([N+](=O)[O-])cc1OC	-23%[9.22 µM]	4%	1%	nt	nt	4%	9%[10 µM]
COc1ccc(N2C(=O)CC(c3cc(OC)c(OC)c(OC)c3)CC2=O)cc1	2%[9.22 µM]	3%	-6%	nt	nt	3%	15%[10 µM]
COc1ccc(C2(CNC(=O)/C=C\c3ccco3)CCCC2)cc1OC	?	1%	-20%	5%	21%[38.3 µM]	54%[activator]	3%[10 µM]
O=C(Nc1ccc(F)cc1)Nc1cc(S(=O)(=O)N2CCOCC2)ccc1N1CCCC1	2%	21%	0%	-4%	-6%	19%	17%[10 µM]
Cc1cccn2c(=O)c(/C=C(\C#N)C(=O)NCc3ccco3)c(N3CCCC(C)C3)nc12 (stereo not drawn)	-26%	4%	-5%	?	23%	19%	2%[10 µM]
COC(=O)c1c(NS(=O)(=O)c2ccccc2)csc1C	-14%[9.22 µM]	0%	-10%	nt	nt	7%	3%[10 µM]
CC(C)CC(=O)NCc1ccc(F)cc1	6%	3%	-7%	3%	10%[38.3 µM]	4%	-24%
CCOCCCNC(=O)c1ccc(-n2c(=S)[nH]c3ccccc3c2=O)cc1	2%	10%	7%	0%	-1%	5%	-1%[10 µM]
COc1ccc(CNC(=O)C(C)OC(=O)C23CC4CC(CC(O)(C4)C2)C3)cc1 (stereo not drawn)	-10%	7%	2%	4%	-2%	-38%	5%[10 µM]
O=C(N/N=C/c1ccc(OC(F)F)cc1OC(F)F)c1ccc(Br)cc1	6%	2%	-4%	7%	-5%	6%	23%[10 µM]
O=C(CSc1nnnn1C1CCCC1)NCc1ccc2c(c1)OCO2	3%	0%	-4%	5%	-6%	0%	8%[10 µM]

3 entries from above, arranged by the value under GAA glycogen, falling:
| molecule | GAA glycogen |
| --- | --- |
| O=C(Nc1ccc(F)cc1)Nc1cc(S(=O)(=O)N2CCOCC2)ccc1N1CCCC1 | 21% |
| COc1ccc(N2C(=O)CC(c3cc(OC)c(OC)c(OC)c3)CC2=O)cc1 | 3% |
| O=C(N/N=C/c1ccc(OC(F)F)cc1OC(F)F)c1ccc(Br)cc1 | 2% |

(list continues)
SMILES	HTT aggregate	GAA glycogen	GAA spleen mod	GAA inhib	IMPase Li inh	GoLoco inh red	HTT cytoprotect
Cc1noc(C)c1S(=O)(=O)N1CCCC(C(=O)NCCc2ccccc2)C1 (stereo not drawn)	14%	7%	-5%	-11%	1%[38.3 µM]	3%	-1%
CCOC(=O)c1oc2ccccc2c1NC(=O)c1ccc2c(c1)OCO2	-5%	9%	-2%	-6%	15%[38.3 µM]	2%	-13%
COC(=O)c1ccc(C2=NOC(C)(c3sc(-c4ccc(Cl)cc4)nc3C)C2)cc1 (stereo not drawn)	-17%[9.22 µM]	-10%	-1%	nt	nt	5%	13%[10 µM]
Cc1ccccc1CS(=O)(=O)CCC(=O)NCc1ccccn1	5%	9%	-16%	-1%	1%[38.3 µM]	1%	9%
CCC(C)[C@H](N)c1nnc(SCC(=O)Nc2cccc(Cl)c2)o1 (stereo partly drawn)	-5%	-1%	-3%	-18%	1%[38.3 µM]	4%	22%
O=C(O)CC/C(=N/NC(=O)c1cn(-c2ccccc2)nc1-c1ccccc1)C(=O)O	14%	-21%	-1%	-5%	1%	-5%	9%[10 µM]
CCC(c1nc2ccccc2c(=O)n1CCCn1ccnc1)N1C(=O)c2ccccc2C1=O (stereo not drawn)	-9%	2%	-4%	1%	26%[38.3 µM]	2%	-10%[0.074 µM]
COc1ccc(Nc2nc(N)nc(CSC(=S)N3CCC(C)CC3)n2)cc1	17%	3%	0%	-1%	7%	14%	15%[10 µM]
Cc1ccc2cc(C)c3nnc(SCC(=O)NCc4ccco4)n3c2c1	12%	-11%	-2%	7%	5%[38.3 µM]	5%	-19%
O=C1c2ccccc2CN1CCSC(=S)N1CCOCC1	10%	-2%	3%	1%	-2%	-7%	9%[10 µM]
C(=N\NC1=Nc2cccc3cccc1c23)/c1cccnc1	5%	0%	-9%	-4%	15%	58%[activator]	18%[10 µM]
CCOC(=O)c1nnn(-c2nonc2N)c1CSc1nnc(N)s1	-4%	-3%	4%	-2%	3%	-8%	-14%
Cc1nn2c(c1-c1ccccc1)NC1=C(C(=O)CCC1)C2c1ccccc1 (stereo not drawn)	6%	7%	0%	?	-13%[38.3 µM]	-8%	-4%
Clc1ccccc1C(c1nnnn1Cc1ccco1)N1CCN(Cc2ccco2)CC1 (stereo not drawn)	9%	-10%	-1%	-10%	16%[38.3 µM]	7%	11%
C=CCOc1ccc(/C=C2\SC(=S)N(N3CCOCC3)C2=O)cc1	-14%[9.22 µM]	4%	2%	nt	nt	1%	-1%[10 µM]
Cn1cc(CN2CCN(c3ncccn3)CC2)c(-c2cccc(Cl)c2)n1	nt	9%	2%	-14%	4%	-1%	nt
CCOC(=O)C1=C(C)Nc2ncnn2C1c1cc(Br)ccc1F (stereo not drawn)	-6%	-8%	-9%	-5%	5%[38.3 µM]	12%	8%
O=C(COC(=O)Cc1ccc(Br)cc1)NC1CCCCC1	0%	-2%	1%	-1%	-1%	5%	-1%
Cc1ccccc1OCC(=O)N/N=C/c1cccn1C	-5%	2%	-7%	-12%	4%[38.3 µM]	4%	5%
Cc1[nH]c2ccccc2c1SCc1n[nH]c(=S)n1C	7%[9.22 µM]	-2%	-2%	nt	nt	2%	5%[10 µM]
O=[N+]([O-])c1cc(S(=O)(=O)N2CCCC2)ccc1N/N=C/c1ccccn1	18%	-3%	-22%	0%	-3%	11%	nt
Cc1ccc(C)c(N2N=C(C(=O)O)CCC2=O)c1	16%[9.22 µM]	3%	0%	nt	nt	1%	8%[10 µM]
O=C(Cn1nc(-c2ccccc2)c2ccccc2c1=O)Nc1ccc(O)cc1	-10%[9.22 µM]	7%	1%	nt	nt	4%	12%[10 µM]
CCCCc1ccc(NC(=S)NCCCN2CCOCC2)cc1	-4%	14%	1%	14%	4%	12%	2%[10 µM]
CCC(CC)=C(C#N)C(=O)NC1CCCCC1	25%	1%	1%	-5%	-2%	-9%	18%[10 µM]
CCOc1ccc(NC2=C(Cl)C(=O)N(C3CCCCC3)C2=O)cc1	3%	10%	-10%	2%	-3%	3%	24%[10 µM]
Cc1cc(OCC(=O)Nc2ccncc2)ccc1[N+](=O)[O-]	9%	-3%	-7%	1%	13%	15%	nt
COc1ccc(CC2(CO)CCN(C(C)COc3ccccc3)CC2)cc1 (stereo not drawn)	2%[9.22 µM]	10%	1%	?	-1%	2%	7%[10 µM]
O=C(NC1CCCCCC1)C1c2ccccc2C(=O)N1Cc1cccs1 (stereo not drawn)	1%	8%	-8%	-1%	11%	1%	12%[10 µM]
Cc1ccc(-c2ccc3nnc(SCC(N)=O)n3n2)cc1	25%	-7%	-4%	-3%	-13%	18%	6%
COc1ccc(/C=N/N=C2/C(=O)Nc3ccccc32)cc1O	-1%	-8%	3%	-1%	14%	6%	-6%[10 µM]
CC(C)NS(=O)(=O)c1ccc(OCC(=O)N2CCN(c3ccccc3)CC2)cc1	-1%[9.22 µM]	-3%	-3%	7%	1%	12%	4%[10 µM]
COCC1=C(C(=O)OC)C(c2ccco2)n2ncnc2N1 (stereo not drawn)	8%[9.22 µM]	nt	7%	-3%	nt	-12%	18%[10 µM]
Cc1ccc(C)c(NC(=O)Cn2nc(C)c3ccccc3c2=O)c1	?	5%	-7%	-3%	24%[38.3 µM]	-7%	-7%[10 µM]
Cc1ccccc1Nc1nc(N)nc(COC(=O)/C=C/c2ccco2)n1	17%	-6%	-3%	4%	17%	15%	5%[10 µM]
CCCn1nc2cc(C(=O)NCc3ccc(OC(F)(F)F)cc3)ccc2c1OCC	13%	-13%	5%	?	9%[38.3 µM]	-1%	12%[10 µM]

Pulled one by one from the list above:
SMILES	HTT aggregate	GAA glycogen	GAA spleen mod	GAA inhib	IMPase Li inh	GoLoco inh red	HTT cytoprotect
CC(C)NS(=O)(=O)c1ccc(OCC(=O)N2CCN(c3ccccc3)CC2)cc1	-1%[9.22 µM]	-3%	-3%	7%	1%	12%	4%[10 µM]
CCC(CC)=C(C#N)C(=O)NC1CCCCC1	25%	1%	1%	-5%	-2%	-9%	18%[10 µM]
Cc1ccc(C)c(NC(=O)Cn2nc(C)c3ccccc3c2=O)c1	?	5%	-7%	-3%	24%[38.3 µM]	-7%	-7%[10 µM]

Later entries.
SMILES	HTT aggregate	GAA glycogen	GAA spleen mod	GAA inhib	IMPase Li inh	GoLoco inh red	HTT cytoprotect
CCOC(=O)N1CCN(C(=O)CCn2c(=S)[nH]c3cc(OCC)c(OCC)cc3c2=O)CC1	0%	0%	0%	5%	-10%[38.3 µM]	1%	-19%
O=S(=O)(NCCc1ccncc1)c1ccccc1	-8%	-3%	-5%	5%	-3%	10%	-3%[0.074 µM]
COc1cccc(NC(=O)c2cc([N+](=O)[O-])ccc2NCc2cccnc2)c1	-33%	13%	-4%	?	11%	-1%	-20%[10 µM]
COc1ccc(-c2nc(CSCC(=O)NCc3ccc4c(c3)OCO4)c(C)o2)cc1OC	6%	-3%	-8%	-1%	8%	-1%	-6%[10 µM]
CCN(CC)S(=O)(=O)c1ccc(N2CCOCC2)c(NC(=O)CCOc2ccccc2)c1	17%[9.22 µM]	-6%	-1%	nt	nt	0%	4%[10 µM]
COc1ccc(C2=NN(S(C)(=O)=O)C(c3cccs3)C2)cc1 (stereo not drawn)	12%[9.22 µM]	1%	1%	7%	8%	1%	-1%[10 µM]
Cc1ccc(-n2c(SCC(=O)N3c4ccccc4Sc4ccccc43)nnc2-c2ccncc2)cc1	-11%	4%	-8%	-9%	22%	9%	8%[10 µM]
O=C(CNS(=O)(=O)N1CCOCC1)N/N=C/c1cccnc1	2%[9.22 µM]	8%	-1%	2%	-2%	13%	5%[10 µM]
Cc1cccc(NC(=O)NNC(=O)c2ccc(C)c([N+](=O)[O-])c2)c1	12%[9.22 µM]	17%	2%	-3%	4%	6%	19%[10 µM]
COc1ccc(C(C)=O)cc1CSCCC#N	-3%	20%	1%	0%	1%[38.3 µM]	9%	4%
COc1ccccc1NS(=O)(=O)c1ccc(N2CCOCC2)c(NC(=O)c2ccco2)c1	-8%	1%	-11%	1%	-6%	9%	-34%
CCOC(=O)N1CCC(NC2CCCCCCC2)CC1	16%	?	-4%	-1%	21%[38.3 µM]	-2%	4%
O=C1C=C(N(CCO)CCO)C2(CCCCC2)O1	12%	0%	-2%	2%	23%[38.3 µM]	1%	10%

Screening data as filed in PubChem BioAssay.

The list is partial, so the mix of outcomes need not match the whole.
